Source: PubChem BioAssay (National Center for Advancing Translational Sciences (NCATS))
CHX counter = counter-screen hit for Shiga toxin inhibitors, cycloheximide | cell reporter, cycloheximide protein synthesis inhibition counterscreen | max response, % | 300,000 tested, 12% active | AID 2314; in the data active = max response mostly above about 13%, no sharp cut-off; inactive = mostly below about 14%; note: read at 38.3 µM for the half of the compounds with a filed dose; 0% is about no effect
Pf growth 96h = P. falciparum growth inhibition at 96 hour, primary screen for plastid delayed-death inhibitors; P. falciparum luciferase reporter growth, 96 h; Potency, µM (titrated, usually from 28.7 µM), inactives show at the highest dose activity change, negative = inhibition, usual class: inhibitors; 320,000 tested, 6.9% active; AID 504834; note: potency is the fitted concentration of half-maximal effect; % is set by controls: 0 for no effect and ±100 for the full control effect
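Luminescence readout: decreased luciferase signal marks inhibited growth of reporter-expressing P. falciparum in infected red cells (2% hematocrit, 0.05% parasitemia final), exposed to compound two generations (96 h, 37 C, 5% CO2).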
Pf growth 48h = P. falciparum growth inhibition at 48 hours (one generation) | P. falciparum luciferase growth in erythrocytes, 48 h | Potency, µM (doses to about 28.7 µM), for the others: at the top dose activity change, negative = inhibition, usual class: inhibitors | 310,000 tested, 5.9% active | AID 504832; note: potency is the fitted concentration of half-maximal effect; % is set by controls: 0 for no effect and ±100 for the full control effect
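Read-out is firefly luciferase luminescence from an integrated reporter in P. falciparum, so falling signal marks reduced parasite growth. Infected erythrocytes were at 2% hematocrit and 0.1% parasitemia (final) in Albumax-supplemented RPMI 1640.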
Giardia FBPA inh = blocks Giardia fructose-bisphosphate aldolase activity; Potency, µM (top dose mostly 59.6 µM), without a hit: at the highest dose activity, negative = inhibition, hits mostly inhibitors; purified Giardia FBPA; A8B2U2; 290,000 tested, 0.71% active; note: potency is the fitted concentration of half-maximal effect; % is set by controls: 0 for no effect and ±100 for the full control effect; nearly all actives have a fitted effect of over 55% in size
Target sequence (A8B2U2 whole entry, looked up): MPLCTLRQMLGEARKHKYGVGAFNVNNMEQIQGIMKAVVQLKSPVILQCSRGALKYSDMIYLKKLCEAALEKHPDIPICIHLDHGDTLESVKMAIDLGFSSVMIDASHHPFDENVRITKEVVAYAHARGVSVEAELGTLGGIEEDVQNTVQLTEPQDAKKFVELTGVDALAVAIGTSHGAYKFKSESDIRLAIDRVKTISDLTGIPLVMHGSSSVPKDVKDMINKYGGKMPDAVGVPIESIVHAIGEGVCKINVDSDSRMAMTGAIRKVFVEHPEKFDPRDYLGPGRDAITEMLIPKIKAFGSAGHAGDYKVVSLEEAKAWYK
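Giardia FBPA (40 nM reagent) was preincubated 10 min at RT with compound (up to 57.5 uM final), then substrate plus GAPDH/TPI/NAD/arsenate coupling system with diaphorase/resazurin was added; resorufin fluorescence (525/598 nm) was read after 20 min.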
Sm TGR inh = S. mansoni TGR enzyme inhibition. purified TGR, DTNB reduction, TNB absorbance 405 nm. AID 485364. Q962Y6. Potency, µM (top dose mostly 114 µM), for inactives: at the highest dose activity change, negative = inhibition, most hits filed as inhibitors. 360,000 tested, 3% active; note: potency is the fitted concentration of half-maximal effect; % is set by controls: 0 for no effect and ±100 for the full control effect; nearly all actives have a fitted effect of over 60% in size
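First, TGR (20 nM dispensed) and NADPH were mixed with compound. Second, a 15 min room-temperature incubation followed. Third, further NADPH and then DTNB were added to start the reaction. Finally, TNB absorbance was monitored kinetically.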
Shiga inhibitor = Shiga toxin inhibition; Vero cells, Shiga toxin protein synthesis inhibition reporter; inhibition, % at 38.7 µM; 290,000 tested, 9.2% active; AID 2315; in the data active = inhibition mostly above about 28%, no sharp cut-off; inactive = mostly below about 43%; note: 0% is about no effect
* = called active by the depositor; ? = inconclusive; · = not tested or not shown; & = joins results of further samples; [ ] = dose if it differs, or a comment. Unless noted, calls come from the whole dose curve; as a rule, active = well fitted curve in the direction sought with a large enough effect; inconclusive = small, poorly fitted or top-dose-only effect, or another doubt; inactive = no such curve, though single readings can be large; an effect the other way counts as inactive or inconclusive. This is a random part of the collection; overall some 24% were active at least once.

SMILES	CHX counter	Pf growth 96h	Pf growth 48h	Giardia FBPA inh	Sm TGR inh	Shiga inhibitor
CCCCCCOc1ccc(N2C(=O)CC(SCCN)C2=O)cc1 (stereo not drawn)	12*	65%[activator]	30%	?	-35%	26
C=COC(=O)CSc1nc(-c2cccs2)ccc1C#N	31*	28%	54%[activator]	-7%	-13%	38
CC1Cc2ccccc2N1C(=O)C1CCN(S(=O)(=O)c2cccs2)CC1 (stereo not drawn)	9	0.93µM*	-27%	-1%	1%	-11
COC(=O)c1sccc1NC(=O)c1ccccc1	7	0%	?	6%	0%	-19
CC1CCN(S(=O)(=O)c2cccc(S(=O)(=O)N3CCCC3)c2)CC1	-7	-9%	0%	·	6%	4
CSCCC(=O)Nc1nc(-c2ccccn2)cs1	21*	?	?	16µM*	-21%	36
COC(=O)c1ccc(S(=O)(=O)NCc2cccc(OC)c2)n1C	10	10%	5%	-4%	-26%	23
Cc1cccc(-n2c(N)cc(=O)nc2SCC(=O)Nc2cc(C)on2)c1	-2	-14%[5.75 µM]	?	-10%	0%	3
Cc1ccc(-n2ncc3c2CC(C)(C)CC3NC(=O)CCCN2CCCC2=O)cc1 (stereo not drawn)	1	?	-19%	·	4%	-7
O=[N+]([O-])c1cccc2ccc(/C=C/c3cccc(Br)c3)nc12	42*	0%	21%	-5%	9%	70*
O=[N+]([O-])c1cc(S(=O)(=O)N2CCCC2)ccc1NCCCN1CCOCC1	7	?	-11%	5%	0%	2
O=C1CN(c2ccc(Cl)cc2)C(=O)CN1NC(=S)Nc1ccc(Cl)cc1	-4	33%[activator]	3%	-13%	5%	-5
CCC(=O)N(Cc1cc2ccc(C)cc2[nH]c1=O)c1ccccc1OC	-2	?	?	16%	89µM*	-1
CCCCN1CCCCC1C(=O)Nc1c(C)cc(C)cc1C (stereo not drawn)	0	93%[activator]	-1%	1%	11%	-15
O=C(OCn1nnc2ccccc2c1=O)c1cccnc1Cl	-3	28%	·	-2%	-10%	-15
CCCN(CC#CCOc1ccc(OC)cc1)CCC	2	67%[activator]	-2%	?	13µM*	-7
O=C(COC(=O)c1ccco1)NCc1ccccc1Cl	32*	11%	5%	0%	8%	86*
O=C(CCCN=C1NS(=O)(=O)c2ccccc21)OCc1ccc(F)cc1	·	-8%	-20%	·	-4%	·
COc1ccc(-n2nc(C(=O)NCC(=O)NCCCN3CCOCC3)c3ccccc3c2=O)cc1OC	-4	-12%	5%	8%	-6%	-13
Cc1ccc(NS(=O)(=O)c2ccccc2)c2c1CC(C)(C)O2	-6	·	-12%	?	-10%	18

Molecules listed so far that contain a nitro group on carbon, in the order listed:
SMILES	CHX counter	Pf growth 96h	Pf growth 48h	Giardia FBPA inh	Sm TGR inh	Shiga inhibitor
O=[N+]([O-])c1cccc2ccc(/C=C/c3cccc(Br)c3)nc12	42*	0%	21%	-5%	9%	70*
O=[N+]([O-])c1cc(S(=O)(=O)N2CCCC2)ccc1NCCCN1CCOCC1	7	?	-11%	5%	0%	2

Later entries.
SMILES	CHX counter	Pf growth 96h	Pf growth 48h	Giardia FBPA inh	Sm TGR inh	Shiga inhibitor
COc1ccc(N2CCN(c3c(S(=O)(=O)c4ccccc4)cnc4ccc(OC)cc34)CC2)cc1	-2	4.1µM*	8.3µM*	2%	-24%	13
COc1ccc(NS(=O)(=O)c2cc(NC(=O)c3ccc(F)cc3)ccc2OC)cc1	-4	?	-15%	-4%	3%	-7
O=C(CSc1nncc2ccccc12)Nc1ccc(F)cc1	-2	-22%	1%	2%	4%	-4
COc1cccc(CNC(=O)C2CCN(S(=O)(=O)N3CCC(C)CC3)CC2)c1	-2	13µM*	22%	8%	0%&0%	-11
CCn1c(SCC(=O)n2nc(C)cc2C)nnc1-c1ccc2c(c1)OCO2	-2	-23%	·	3%	7%	-5
Cc1cc(Br)ccc1NC(=O)c1sc2ncn(CC(=O)N3CCN(c4ccccn4)CC3)c(=O)c2c1C	-6	?	-2%	-4%	-13%	-7
COc1ccc(Nc2nc(N)nc(CN3CCN(c4ccccn4)CC3)n2)cc1	3	27%	-8%	1%	-23%	-6
COc1ccc(Cl)cc1NC(=O)CN(C)C(=O)c1cc2c(F)cccc2s1	·	?	7.4µM*	·	2%	·
CCN(CC)C(=O)CSc1nc(O)c(Cc2ccccc2)c(=O)n1-c1ccccc1	-2	-25%	15%	7%	4%	19
CC(NC(=O)C1CCCN(C(=O)N(C)C)C1)c1ccccc1 (stereo not drawn)	-3	·	7%	3%	5%	4
O=C(Cn1cnc2ccccc21)Nc1ccc2c(c1)OCCCO2	·	34%[activator]	41%[activator]	·	-1%	·
COC(=O)c1[nH]c2ccc(F)cc2c1NC(=O)CCN1CC(C)OC(C)C1 (stereo not drawn)	-3	?	?	-13%	-8%	-6
COc1ccc(-c2cc(CCCC(=O)NCCc3ccc(OC)cc3OC)no2)cc1	11	?	-28%	0%	-1%	14
CC(C)S(=O)(=O)c1csc(C(=O)NNC(=O)Nc2ccccc2)c1Cl	-3	-6%	32%[activator]	·	2%	7
CC1(C)CC(=O)C(C=Nc2ccccc2)=C(O)C1	26*	2%	25%	9%	-9%	52
CCC(OC(=O)c1cccs1)C(=O)NCc1ccc2c(c1)OCO2 (stereo not drawn)	-5	6%	8%	7%	1%	-3
Cc1nn(CCCC(=O)Nc2nccs2)c(C)c1[N+](=O)[O-]	-1	?	0%	-1%	3%	17
Cc1ccc(CNC(=O)CCCN2C(=S)NC(C)(C)CC2C)cc1 (stereo not drawn)	-2	-18%	1%	0%	?	-7
O=CNC(Cc1ccccc1)C(=O)O (stereo not drawn)	-4	?	·	2%	-19%	23
C/C(=N\NC(=O)C1(C)CC1(Br)Br)c1cccc(NC(=O)C2CCC2)c1 (stereo not drawn)	-1	?	?	1%	-2%	7
CC(=O)c1cccc(CN2CCN(C3CCCC3)C(CCO)C2)c1 (stereo not drawn)	-3	-5%	20%	1%	3%	-9
CCOC(=O)N1CCN(C(=O)C2CCN(S(=O)(=O)c3cc(Cl)ccc3OCC)CC2)CC1	11	39%[activator]	?	10%	1%	-12
Cc1ccc(S(=O)(=O)Nc2ncc(C(F)(F)F)cc2Cl)cc1	-2	11%	14%	12%	·	15
COc1ccc(C(=O)CSc2nnc(-c3ccco3)o2)cc1	11	?	-4%	0%	·	11
CCOc1ccc(NC(=S)C(C#N)=C2N(C)c3ccccc3N2C)cc1	-6	?	-5%	-23%	-6%	-5
Cc1ccc(S(=O)(=O)n2nc(-c3ccc(Cl)cc3)nc2NCc2ccco2)cc1	9	2%	?	-3%	-22%	14
N#Cc1nc(-c2cccc3ccccc23)oc1NCCN1CCCCC1	19	·	?	-1%	5%	32
CC(=O)NC(Cc1ccccc1)C(=O)N1CCN(C(=S)NCC(C)C)CC1 (stereo not drawn)	-1	47%[activator]	9%	3%	0%	-5
Cc1ccc(-c2nnc3sc(C4COc5ccccc5O4)nn23)cc1 (stereo not drawn)	-5	-7%	·	9%	-26%[11.4 µM]	-18
COc1cc(C2C(C(=O)c3ccc(C)o3)=C(O)C(=O)N2Cc2cccnc2)ccc1O (stereo not drawn)	-2&-8	86%[activator]	0%	-17%&-27%	0%&-22%	4&-8
Cc1cc(C)cc(Nc2cc(C)nc3nc(C)nn23)c1	-4	41%[activator]	·	-2%	-3%	-6
O=C(NCCc1ccccc1)/C(=C\c1ccc([N+](=O)[O-])cc1)NC(=O)c1ccco1	5	?	?	-1%	-7%	35
Nc1nc2c(c(=O)[nH]1)N(C=O)[C@H](CNc1ccc(C(=O)N[C@@H](CCC(=O)O)C(=O)O)cc1)CN2	·	-1%[12.8 µM]	0%[12.8 µM]	0%[21.7 µM]	·	·
CN(CC(=O)O/N=C(\N)c1ccc(Br)cc1)S(=O)(=O)c1ccccc1	-3	15%	4%	8%	41%[activator]	-5
O=C(Cc1c(F)c(F)c(F)c(F)c1F)OC12CC3CC(C1)C(=O)C(C3)C2	2	-3%	·	10%	8%[11.4 µM]	3
CCCCc1ccc(NC(=O)N[C@H](C(=O)O)C(C)C)cc1	-3	-12%	13%	7%	-9%	3
COc1ccc(/C=N/NC(=O)c2ccc(O)cc2O)cc1CSc1ccccn1	40*	?	14%	-4%	-8%	64*
CCCC(C)NC(=O)c1c2c(nc3ccccc13)CCC2 (stereo not drawn)	0	10%	9%	0%	-1%	-16
CCOc1ccc(NC(=O)CSc2ncc(-c3ccc(F)cc3)n2Cc2ccco2)cc1	11	?	?	-7%	-19%	8
O=c1c2ccccc2nc(SCC2CCCCO2)n1-c1ccccc1 (stereo not drawn)	1	16%	1%	4%	0%	17

Record cards, from the list above:
`Cc1ccc(-c2nnc3sc(C4COc5ccccc5O4)nn23)cc1` (stereo not drawn) across the screens: CHX counter: -5; Pf growth 96h: -7%; Pf growth 48h: ·; Giardia FBPA inh: 9%; Sm TGR inh: -26%[11.4 µM]; Shiga inhibitor: -18
`O=C(Cc1c(F)c(F)c(F)c(F)c1F)OC12CC3CC(C1)C(=O)C(C3)C2` across the screens: CHX counter: 2; Pf growth 96h: -3%; Pf growth 48h: ·; Giardia FBPA inh: 10%; Sm TGR inh: 8%[11.4 µM]; Shiga inhibitor: 3

(more compounds)
SMILES	CHX counter	Pf growth 96h	Pf growth 48h	Giardia FBPA inh	Sm TGR inh	Shiga inhibitor
Cn1cc(CN2CCC(n3nccc3NC(=O)c3ccccc3Cl)CC2)c2ccccc21	13	?	3.3µM*	-5%	10%	10
O=C(OCCOc1ccc(F)cc1)c1ccc(S(=O)(=O)N2CCCC2)cc1	·	?	?	·	0%	·
CC(C)N1C(=O)C2C(C(=O)NC3CCCCC3)C3C=CC2(O3)C1C(=O)NC1CCCCC1 (stereo not drawn)	-4	?	7%	-3%	-25%	-16
O=C(NCCCN1CCCCC1)c1ccc(CS(=O)c2ccc(Cl)cc2)o1 (stereo not drawn)	-12	?	5%	·	3%	-5
CSc1cccc(NC(=S)N(CCCN2CCC(C)CC2)Cc2cccs2)c1	-3	?	?	0%	2%	-5
O=C(OCc1ccc([N+](=O)[O-])cc1)c1ccccn1	-3	-9%	2%	0%	-8%	2
CP(=O)(Nc1ccc(Cl)cc1)c1nc2c(s1)CCCC2 (stereo not drawn)	8	31%[activator]	72%[activator]	0%	22µM*	1
Cc1cccc(C)c1NC(=O)CN(C)C(=O)c1ccc2c(=O)n3c(nc2c1)CCC3	·	?	-22%	·	5%	·
CCN1C[C@@]2(COC)C3[C@@H](OC)[C@H]4C1[C@@]3(C1C[C@]3(O)C(OC)[C@H](O)[C@@]4(OC(C)=O)C1[C@H]3OC(=O)c1ccccc1)[C@H](OC)C[C@H]2O (stereo partly drawn)	-4	·	·	6%	·	-2
CC(=O)Nc1ccc(S(=O)(=O)NCCC(=O)Nc2ccc(C)c(Cl)c2)cc1	-1	2%	13%	4%	0%	-2
CCOC(=O)CN(C(=O)CNC(=O)c1cccs1)C(C(=O)NC1CCCCC1)c1cccnc1 (stereo not drawn)	-2	?	10%	6%	-2%	-2
O=C(COc1ccccc1)Nc1nnc(-c2ccco2)o1	-5	0%	25%	-6%	8%	-3
CCn1c(=O)c2cc(S(=O)(=O)NC3CCCCC3)ccc2n(CC)c1=O	-3	206%[activator]	?	0%	3%	-8
O=C(N/N=C/c1cc([N+](=O)[O-])ccc1O)C12CC3CC(CC(C3)C1)C2	25*	34%[activator]	8.3µM*	9%	0%	20
CC1=C(C(=O)Nc2ccccc2)C(c2cccs2)n2nnnc2N1 (stereo not drawn)	-2	27%	?	2%	-9%	-5
Cc1cc2nc(-c3ccc(SCC(=O)Nc4ccc(S(=O)(=O)N5CCCC5)cc4)nc3)[nH]c2cc1C	36*	?	?	-4%	2%	81*
COc1cccc(CNC(=O)CCNS(=O)(=O)c2ccc(C)cc2)c1	·	44%[activator]	8%	·	0%	·
O=C(O)/C(=C\c1ccco1)NC(=O)c1ccco1	-2	?	1%	-3%	?	-7
